# Screens (PubChem BioAssay)
# ALOX15B inhib – blocks human 15-lipoxygenase 2 activity; actives 0.56% (n = 110,000); Potency, µM (doses to about 57.1 µM), without a hit: top-dose activity change, negative = inhibition, actives largely listed as inhibitors; purified 15hLO-2, xylenol orange hydroperoxide absorbance; also: potency is read from the fitted curve at half-maximal effect; nearly all actives have a fitted effect of over 60% in size; many of its hits are not listed in these tables
# Target sequence (O15296 whole entry, looked up): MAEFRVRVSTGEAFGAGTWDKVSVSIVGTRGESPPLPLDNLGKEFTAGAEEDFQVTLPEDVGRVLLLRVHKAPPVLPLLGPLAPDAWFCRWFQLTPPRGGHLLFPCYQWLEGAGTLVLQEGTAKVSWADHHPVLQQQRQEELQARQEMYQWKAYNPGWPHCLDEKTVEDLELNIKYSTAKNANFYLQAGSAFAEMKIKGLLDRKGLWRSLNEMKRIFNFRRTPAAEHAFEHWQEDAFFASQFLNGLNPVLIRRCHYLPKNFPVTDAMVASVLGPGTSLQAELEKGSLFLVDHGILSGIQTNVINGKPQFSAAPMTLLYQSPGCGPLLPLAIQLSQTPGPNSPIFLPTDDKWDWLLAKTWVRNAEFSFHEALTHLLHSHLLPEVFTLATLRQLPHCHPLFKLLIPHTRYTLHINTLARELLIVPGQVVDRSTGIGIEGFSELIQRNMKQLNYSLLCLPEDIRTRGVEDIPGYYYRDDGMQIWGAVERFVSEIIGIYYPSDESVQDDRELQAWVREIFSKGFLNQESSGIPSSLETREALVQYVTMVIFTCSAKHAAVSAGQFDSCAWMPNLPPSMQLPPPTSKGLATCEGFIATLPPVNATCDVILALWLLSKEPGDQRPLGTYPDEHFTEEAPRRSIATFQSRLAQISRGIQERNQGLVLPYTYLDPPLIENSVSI
#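 Purified human 15hLO-2 (50 nM final) preincubated with compounds 15 min at room temperature in 25 mM Hepes pH 7.5, 0.01% Triton X-100, then 45 uM arachidonic acid added for 90 min; hydroperoxide detected via ferrous/xylenol orange, 573/405 nm absorbance ratio.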
# PNC inhibitor – perinucleolar compartment assembly inhibition | PC3M PTB-GFP, PNC prevalence imaging, 16 h; hits give low values | activity change (PNC), negative = inhibition, % at 10 µM | actives 3.1% (n = 140,000) | AID 2417;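 active = readout at or below -70, meaning at least 70% loss of cells showing the perinucleolar compartment, a nuclear body marking cancer cells; inconclusive = readout between -30 and a set limit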;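 also: plate controls were DMSO wells for no effect and camptothecin positive control wells for full effect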
#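 Compounds are pinned in duplicate onto adhered PC3M cells stably expressing GFP-tagged PTB and incubated 16 h at 37 C. Cells are then fixed, nuclei stained with Hoechst, and PNC-positive cells counted.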
# 12-hLO inh – blocks human 12-lipoxygenase activity; purified 12-hLO, xylenol orange hydroperoxide absorbance; Potency, µM (highest dose often 57.1 µM), for inactives: at the top dose activity change, negative = inhibition, actives largely listed as inhibitors; actives 0.12% (n = 150,000); also: potency is read from the fitted curve at half-maximal effect; nearly all actives have a fitted effect of over 55% in size; many of its hits are not listed in these tables
#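 Lipoxygenase turnover measured by absorbance at 573 and 405 nm after Fe-XO development. Human 12hLO 150 nM, arachidonate 40 uM, pH 7.0 Hepes buffer with detergent; 15 min compound preincubation, 30 min reaction.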
# IMPase inh – membrane-permeable compound that blocks inositol monophosphatase; AID 901; inhibition (IP1 accumulation), % at 46.1 µM; P97697; 120,000 tested, under 10 active; CHO-M1 cells, IP1 accumulation, HTRF TR-FRET ratio; active = well fitted curve in the direction sought with a large enough effect in the signal ratio, not every such curve was filed as active; inconclusive = small, poorly fitted or top-dose-only effect, or a change in a side signal; inactive = no such curve, though single readings can be large or run the other way; the % refers to the signal ratio;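 also: cells stimulated with carbachol in lithium chloride buffer; plate controls were DMSO basal wells for no effect and reference inhibitor wells for full effect; higher means more IMPase inhibition seen as more IP1 and lower FRET ratio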
# Target sequence (P97697 whole entry, looked up): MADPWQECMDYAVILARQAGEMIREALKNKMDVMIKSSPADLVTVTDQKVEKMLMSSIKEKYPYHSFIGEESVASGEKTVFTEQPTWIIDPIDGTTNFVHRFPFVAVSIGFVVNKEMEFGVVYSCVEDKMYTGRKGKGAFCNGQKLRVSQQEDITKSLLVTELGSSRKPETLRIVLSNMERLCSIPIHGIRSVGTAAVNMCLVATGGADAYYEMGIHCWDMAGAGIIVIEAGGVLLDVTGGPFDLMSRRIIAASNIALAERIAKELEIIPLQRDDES
#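 In this qHTS, compounds (final up to 46 uM) act on CHO-M1 cells that are then activated through the M1 receptor with carbachol, in pH 7.4 buffer containing 50 mM LiCl, for 30 min. IP1 accumulation is quantified by the IP-One immunoassay.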
# Starred values were filed as active, the others as inactive; ? = inconclusive; nt = no result given; [ ] = dose if it differs, or a comment. Unless noted, calls follow the shape of the dose curve; as a rule, active = well fitted curve in the direction sought with a large enough effect; inconclusive = small, poorly fitted or top-dose-only effect, or another doubt; inactive = no such curve, though single readings can be large; an effect the other way counts as inactive or inconclusive. Unless noted, % is scaled to controls: 0 for no effect and ±100 for the full control effect. Only part of the results is shown; the hit share may differ from the screen's.
SMILES,ALOX15B inhib,PNC inhibitor,12-hLO inh,IMPase inh
COc1ccc(-c2cc(C(F)F)n3ncc(C(=O)N4CCN(C)CC4)c3n2)cc1,nt,47,4%,nt
COC(=O)Cc1c(C)nc2nc(-c3ccco3)[nH]n2c1=O,nt,-19,2%,10
CC1c2c([nH]c3ccccc23)CCC1C(=O)O (stereo not given),nt,24,2%,nt
CCOC(=O)NC(=O)CN1C(=O)NC(C)(c2ccccc2)C1=O (stereo not given),-4%,-5,-2%,8
Cn1c(Cn2c(=O)sc3ccccc32)nnc1SCC(=O)Nc1cccc(F)c1,nt,12,4%,-14
COc1ccc(NC(=O)/C=C/c2cc(Br)ccc2OC)cc1,-14%,70,1%,4
Cc1cc(=O)n2[nH]cc(C(=O)O)c2n1,nt,-23,-4%,nt
COC(=O)c1sc2nc(CN3CCN(c4ccc(OC)cc4)CC3)[nH]c(=O)c2c1C,nt,-4,2%,7
Cc1ccnc(NC(=O)c2ccc([N+](=O)[O-])o2)c1,4%,-3,-4%,-2
CCC(=O)Nc1c2c(nn1-c1ccc(OC)cc1)CS(=O)C2 (stereo not given),2%,-11,1%,3
COc1ccc(CNC(=S)Nc2cc(OC)ccc2OC)cc1,nt,42,-7%,nt
O=C(Nc1ccc(F)cc1F)N1CCN(C/C=C/c2ccccc2)CC1,18%,48,-3%,3
CCN(CC)C[C@@H](O)c1ccc2ccc3ccccc3c2c1,7%[11.4 µM],nt,6%[11.4 µM],nt
CC(C)OC(=O)c1cc2c(ccn2C)n1CC(=O)N(Cc1ccccc1)c1ccccc1,nt,?,-3%,nt
COc1ccc(NC(=O)CC2C(=O)N(c3ccc(Cl)cc3)C(=S)N2CCc2ccncc2)cc1 (stereo not given),15%,23,-7%,8
COc1ccc(NC(=O)/C(=C/c2ccc(OC(C)=O)c(OC)c2)NC(C)=O)cc1,nt,50,3%,nt
COc1cc(NC(=O)C23CC4CC(C2)CC(n2nnc(C)n2)(C4)C3)c(OC)cc1Cl,2%,-12,-2%,2
Cc1coc(NC(=O)CSc2nc(-c3ccncc3)cc(C(F)(F)F)c2C#N)n1,-2%,-18,-3%,-5
CC(=O)OC1=Cc2c(ccc3ccc(=O)oc23)OC1(C)C,-9%,13,4%,-4
CN(C(=O)c1cccc(C#N)c1)c1nnc(-c2ccncc2)s1,5%,-2,-2%,9
COC(Cn1c(C)c(C(C)=O)c(C(C)=O)c1C)OC,2%,5,4%,12
CN(C(=O)c1ccncc1)C1CC(C)(C)N(O)C(C)(C)C1,-7%,44,5%,-3
CC1CCCCC12NC(=O)N(Cn1nnc3ccccc3c1=O)C2=O (stereo not given),-3%,14,-2%,-7
Cn1c(SCCC(=O)O)nnc1-c1ccncc1,nt,-23,8%,3
CSCC[C@H](NC(=O)COc1ccc(Cl)cc1Cl)c1nc2ccccc2[nH]1,nt,-3,-1%,5
Cc1[nH]c2ccccc2c1-c1cc(-c2cc(-c3c(C)[nH]c4ccccc34)on2)no1,-7%[11.4 µM],nt,5%[11.4 µM],nt
COc1ccc(C2C3=C(CC(C)(C)CC3=O)Nc3c2c(=O)[nH]c(=O)n3Cc2ccccc2)cc1OC (stereo not given),7%,-85*,2%,4
O=C(COC(=O)c1cc(S(=O)(=O)N2CCOCC2)c(Cl)cc1Cl)Nc1ncc(C(F)(F)F)cc1Cl,-1%,28,-1%,-5
CCCCCCOc1ccc(OCC(O)CN2C(=O)NC(C)(C)C2=O)cc1 (stereo not given),2%,?,2%,-2
CCCCn1nc(CC(=O)O)c2ccccc2c1=O,-1%,-17,2%,1
COc1nc(C#N)c(N2CCOCC2)o1,4%,16,-3%,-11
NC(=O)c1cccc(S(=O)(=O)N2CC(c3ccccc3)CC2=O)c1 (stereo not given),-1%,?,8%,4
Cc1occc1C(=O)Nc1nn[nH]n1,3%,-13,-1%,-6
COc1ccccc1Nc1nc(N)nc(CN2CCOCC2)n1,10%,43,2%,2
COc1cc(/C=N/NC(=O)CN(Cc2ccccc2)S(=O)(=O)c2ccc3c(c2)OCCO3)ccc1O,nt,8,-2%,nt
Cn1c(C(=O)O)c(CC(=O)N2CCC(Cc3ccccc3)CC2)c2ccccc21,nt,-22,0%,nt
COc1ccc(C(=O)OCC(=O)Nc2ccc(F)c(F)c2)cc1OC,5%,33,-1%,9
Cc1[nH]c2ccc(F)cc2c(=O)c1SC(F)(F)C(F)F,-4%,-28,-6%,1
CCCn1c(=O)c(C(=O)NCc2cccnc2)c(O)c2ccccc21,24%,-16,-2%,-1
COc1ccc(C(=O)OCCN2CCOCC2)cc1OC,1%,?,4%,8
Cc1ccc(NC(=O)CN(C)C(=O)CSc2nc3ccccc3o2)cc1,11%,49,-2%,0
COC(=O)NNC(=O)COc1cc(C)ccc1C,nt,-10,7%,nt
C/C(=C\C(=S)Nc1ccccc1)Nc1ccc2ccccc2c1,nt,2,-1%,nt
CC(C)(C)c1ccc(/C([O-])=C(/C(=S)NCc2ccco2)[n+]2ccccc2)cc1,-8%,34,-20%,?
CC(C)c1ccc(CN2CC(C(=O)O)CC2=O)cc1 (stereo not given),10%,6,-4%,8

# Of the compounds above, these contain a CF3 group.
SMILES,ALOX15B inhib,PNC inhibitor,12-hLO inh,IMPase inh
Cc1coc(NC(=O)CSc2nc(-c3ccncc3)cc(C(F)(F)F)c2C#N)n1,-2%,-18,-3%,-5
O=C(COC(=O)c1cc(S(=O)(=O)N2CCOCC2)c(Cl)cc1Cl)Nc1ncc(C(F)(F)F)cc1Cl,-1%,28,-1%,-5

# Carrying on:
SMILES,ALOX15B inhib,PNC inhibitor,12-hLO inh,IMPase inh
Cc1nc(C)n(C(C)CC(=O)O)n1 (stereo not given),nt,?,7%,-12
CCC(=O)Nn1c(C)nnc1C,3%,-2,0%,-5
Oc1ccc(N=Cc2ccc(O)c(O)c2)cc1,nt,194,-7%,?
Cc1ccc2c(c1)N(CC(=O)N1CCCCCC1)C(=O)CO2,1%,?,-3%,1
CC1CCC2(CC1)NC(=O)N(Cc1nc(-c3ccccc3)no1)C2=O (stereo not given),-1%,-12,-7%,6
COc1cccc(NC(=O)n2nc(N)cc2-c2ccc(Cl)cc2)c1,13%,-25,-3%,-3
CCNC(=O)CN(c1ccc(C)cc1)S(=O)(=O)c1ccccc1,3%,-22,8%,4
O=C(O)c1cnn2c(C(F)(F)F)cc(-c3ccccc3)nc12,0%,?,1%,-2
CCC(/C=N/NC(=O)C1COc2ccccc2O1)CC (stereo not given),nt,-16,4%,2
CCC(Sc1nncn1C)C(=O)Nc1nnc(-c2ccc(Cl)cc2)s1 (stereo not given),-8%,18,-8%,-6
O=C(NC1CCCCC1)c1ccc(Cn2cc(Br)cn2)o1,0%,-18,-1%,1
COC(=O)CNC(=O)c1cccs1,-6%,3,-3%,-2
CC1(C)C(c2cccs2)=[N+]([O-])C2(CCCCC/C2=N\NC(N)=O)N1O (stereo not given),-6%,13,3%,-2
Cc1cnc(C(=O)OCC(=O)NCCc2ccccc2)cn1,-4%,38,-5%,-6
O=c1c2ccccc2nnn1CSc1nnc(Nc2ccccc2)s1,-23%,39,-2%,9

# The closing 4 entries of the part before lead into the next.
SMILES,ALOX15B inhib,PNC inhibitor,12-hLO inh,IMPase inh
COC(=O)CNC(=O)c1cccs1,-6%,3,-3%,-2
CC1(C)C(c2cccs2)=[N+]([O-])C2(CCCCC/C2=N\NC(N)=O)N1O (stereo not given),-6%,13,3%,-2
Cc1cnc(C(=O)OCC(=O)NCCc2ccccc2)cn1,-4%,38,-5%,-6
O=c1c2ccccc2nnn1CSc1nnc(Nc2ccccc2)s1,-23%,39,-2%,9
CCOC(=O)c1ccc(NC(=O)C(=O)NCC2CCCO2)cc1 (stereo not given),2%,?,4%,4
O=C(COc1cccnc1[N+](=O)[O-])Nc1ccc2c(c1)OC(F)(F)O2,nt,28,-4%,nt
Cc1ccc(C)c(NC(=O)CN(C)S(=O)(=O)c2ccc(F)cc2)c1,1%,?,4%,-8
CC(NC(=O)c1sc2ccccc2c1Cl)C1CCCO1 (stereo not given),nt,24,-2%,nt
O=C(NNC(=O)c1cc(OCC(F)(F)F)ccc1OCC(F)(F)F)c1ccc(Cl)c(Cl)c1,9%,-30,-6%,7
CC(=O)N/C(=C/c1ccc(OC(F)F)cc1)C(=O)O,nt,-25,-1%,nt
CCCNC(=O)c1cc(SC)ccc1Cl,-2%,33,-2%,14
COc1cc(C)c(NC(=S)Nc2ccc(Cl)c(Cl)c2)cc1OC,nt,?,?,7
COC(=O)c1ccc(NC(=O)CN2CCN(c3ccccc3C)CC2)cc1,nt,54,6%,9
CCN(CC)S(=O)(=O)c1ccc2c(c1)c(=O)c(C(=O)NCCOC)cn2C,0%,?,6%,4
NC(=S)Nc1cnc2ccccc2c1,-5%,?,5%,-1
COc1ccc(CCNC(=O)c2cc(C(=O)c3cc(Cl)ccc3O)cn(CCc3ccc(OC)cc3)c2=O)cc1,nt,?,1%,nt
Cc1coc(C)c1C(=O)CC1(O)C(=O)N(CCc2ccccc2)c2ccccc21 (stereo not given),-26%,22,-14%,11
CCNc1nc(NC(C)C)nc(NS(=O)(=O)c2ccc(Cl)cc2)n1,-8%,-5,-2%,-4
c1ccc2c(c1)nnn2Cc1nnc2sc(-c3ccc4c(c3)OCCO4)nn12,3%[2.29 µM],19,0%,-6
COc1ccc2c(c1)c(=O)c(C(=O)O)c(-c1ccc3c(c1)OCO3)n2C,nt,43,-2%,nt
Cn1c(=O)c2cn(Cc3ccc(Cl)cc3)cc2n(C)c1=O,-7%,?,-2%,3
COc1ccc(CNC(=O)CSc2ncnc3nc[nH]c23)cc1,-2%,21,-7%,5
COCCn1c(COc2ccc(Cl)cc2)nnc1SCC(N)=O,0%,-9,-1%,-10
CCOc1ccc(OCC)c(NC(=O)CN2CCN(c3cccc(C)c3)CC2)c1,nt,-18,-6%,?
CCc1ccc(OCC(=O)NC(C)(C)C)cc1,nt,?,2%,nt
O=C(N/N=C/c1ccc(O)cc1)c1[nH]c2ccc(Br)cc2c1-c1ccccc1,nt,-5,-12%,nt
O=[N+]([O-])c1ccc2c(N=Nc3ccc4ccccc4c3O)c(O)cc(S(=O)(=O)O)c2c1,4µM*,nt,?,nt
COc1cc(/C=N/NC(=O)COc2ccc(C)cc2)ccc1OC(=O)c1cccs1,nt,-25,-1%,nt
CC(C)(C)Nc1nc(C(N)=O)nc(N2CCOCC2)n1,6%,-13,-5%,-6
CC(=O)c1c(C)[nH]c(C(=O)COc2cc(C)cc(C)c2)c1C,7%,?,-3%,10
CC(C)(c1cc(Br)c(OCC(Br)CBr)c(Br)c1)c1cc(Br)c(OCC(Br)CBr)c(Br)c1 (stereo not given),-12%,nt,-3%,nt
COCc1cc(=O)[nH]c2cc(NC(=O)C3CC3)c(C)cc12,14%[11.4 µM],?,1%,8[1.84 µM]
COCCNC(=O)c1c(N)n(-c2ccccc2)c2nc3ccccc3nc12,-2%,4,-21%,-2
CCc1ccc(OCC(=O)Nc2ccc(S(=O)(=O)N3CCCC3)cc2)c(Br)c1,8%,-15,5%,7
CCN=C1SC(C(=O)Nc2ccc(Cl)c(Cl)c2)CC(=O)N1CC (stereo not given),-2%,2,-1%,2
COc1cccc(N(C(=O)Cn2nnc3ccccc32)C(C(=O)NCc2ccco2)c2cccnc2)c1 (stereo not given),18%,-22,1%,-5
COc1ccc(C(=O)Nc2ccc(NC(=O)c3cnccn3)cn2)cc1,-10%,18,0%,5
O=C(/C=C/c1cccc([N+](=O)[O-])c1)Nn1c(-c2ccccc2F)nc2ccccc2c1=O,nt,-118*,-10%,nt
COc1ccc(C)cc1NC(=O)C1CCCN1S(=O)(=O)c1ccc2c(c1)CCC(=O)N2 (stereo not given),5%,?,6%,8
c1ccc(CN2C3=NCCCN3c3ccccc32)cc1,nt,-19,-1%,-9
O=C1CCCC(=O)N1c1ccc(N2CCN(c3ccccc3)CC2)c([N+](=O)[O-])c1,nt,?,1%,nt
